Compound activity from PubChem BioAssay.
sPLA2-III inh: Blocks human group III sPLA2 activity; inhibition, % at 12.2 µM; hit rate 0.56% among 370,000; QFRET BODIPY PC-A2 liposome hydrolysis, fluorescence; AID 743126;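 active = inhibition above mean plus 3 SD of compounds lying within the high and low control bounds, cut at about 19% in these data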;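 note: 0% = median of test compound wells and 100% = no enzyme DMSO wells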
Target sequence (Q9NZ20 whole entry, looked up): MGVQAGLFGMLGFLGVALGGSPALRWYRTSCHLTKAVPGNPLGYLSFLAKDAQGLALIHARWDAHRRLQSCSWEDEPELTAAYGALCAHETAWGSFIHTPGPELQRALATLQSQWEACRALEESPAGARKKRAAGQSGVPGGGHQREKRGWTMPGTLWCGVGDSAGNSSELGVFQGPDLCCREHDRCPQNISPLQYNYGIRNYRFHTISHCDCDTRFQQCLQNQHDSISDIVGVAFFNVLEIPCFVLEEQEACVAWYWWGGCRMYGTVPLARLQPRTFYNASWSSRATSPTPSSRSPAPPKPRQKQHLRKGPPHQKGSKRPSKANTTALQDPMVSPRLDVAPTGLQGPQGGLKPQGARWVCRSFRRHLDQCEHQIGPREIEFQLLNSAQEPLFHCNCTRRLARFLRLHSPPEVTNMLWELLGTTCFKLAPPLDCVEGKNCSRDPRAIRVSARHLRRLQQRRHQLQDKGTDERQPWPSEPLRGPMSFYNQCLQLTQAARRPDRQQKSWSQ
Tn6 DDE FP: inhibitors of Tn6 peptide binding to human fibrin DD(E) | Fibrin DD(E) TRITC-Tn6 fluorescence polarization displacement | inhibition, % at 8.3 µM | hit rate 0.21% among 370,000;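 active = inhibition above a per-campaign cutoff: mean of compounds within control limits plus 3 SD, cut at about 15% in these data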;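 note: 0% = median of all compound wells on the plate and 100% = blocking peptide control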
PLC-gamma1 inh: blocks human PLC-gamma1 enzyme activity | P19174 | purified PLC-gamma1, fluorogenic substrate, fluorescence | inhibition, % at 12.2 µM | hit rate 0.84% among 370,000 | AID 720700; in the data active = inhibition above about 9.5%
DDE Tn7 FP inh: disrupts Tn7 cyclic peptide binding to fibrin D-Dimer-E complex; hit rate 0.13% among 370,000; inhibition, % at 8.3 µM; FP displacement of FITC-Tn7 peptide from fibrin DD(E); 0% = median of compound wells per plate; P02675;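 active = inhibition above the mean of compounds falling within the control limits plus 3 SD of them, cut at about 14% in these data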;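 note: 0% = plate median of compound wells and 100% = 10 µM Aha-Tn7 peptide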
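Test system – human fibrin DD(E) · Times – 10 min preincubation, 3 h with tracer, room temperature · Detection – fluorescence polarization of the labelled Tn7 tracer · Measure – percent inhibition normalized to high-control wells · Benchmarks – high control wells with 10 µM unlabelled Aha-Tn7 peptide (full inhibition) · Repeats – singlicate testing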
UHRF1 binding: human UHRF1 methylated DNA binding inhibitors; Q96T88; UHRF1 binding to methylated oligo, TR-FRET; inhibition, % at 4.4 µM; hit rate 0.75% among 370,000; in the data active = inhibition above about 21%;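 note: UHRF1 SRA domain binding a hemimethylated CpG hairpin DNA probe; 0% = median of test compound wells and 100% = reference inhibitor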
PLC-beta3 inh: inhibitors of human phospholipase C beta3; hit rate 0.18% among 370,000; AID 720704; inhibition, % at 12.2 µM; Purified PLC-beta3, fluorogenic substrate, fluorescence; in the data active = inhibition above about 11%;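 note: 0% = median of compound wells on plate and 100% = full blocker control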
Rev-erbA mod: modulators of human Rev-erb alpha DNA binding. Rev-erbα–FITC-DNA binding, fluorescence polarization, 90 min. activity, % at 10 µM. hit rate 0.79% among 370,000. AID 1259318;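 active = activity above about 14%, limit read from the data; passing the limit was not always enough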;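 note: 0% = DMSO wells with 35 nM protein and 100% = DMSO wells with 750 nM protein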
proKLK7 act: proKLK7 (human) activation, primary screen; purified proKLK7, EDANS-DABCYL substrate fluorescence; 100% is mature enzyme control, 0% vehicle; P49862; hit rate 0.9% among 370,000; activation, % at 7 µM;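 active = activation above the mean of all tested compounds plus 3 SD, computed per campaign excluding outliers beyond control limits, cut at about 13% in these data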
Target sequence (P49862 whole entry, looked up): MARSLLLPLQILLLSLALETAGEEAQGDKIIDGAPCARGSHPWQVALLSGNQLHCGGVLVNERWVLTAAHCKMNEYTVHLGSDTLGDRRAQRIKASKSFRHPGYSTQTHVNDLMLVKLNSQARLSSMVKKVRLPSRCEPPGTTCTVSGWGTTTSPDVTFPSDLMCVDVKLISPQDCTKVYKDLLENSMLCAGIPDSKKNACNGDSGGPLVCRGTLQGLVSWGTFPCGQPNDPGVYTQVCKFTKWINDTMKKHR
ASAP1 GAP inh: blocks human ASAP1-stimulated Arf1 GTP hydrolysis; GDP FP detection; inhibition, % at 16.5 µM; hit rate 0.19% among 360,000; AID 624377; in the data active = inhibition above about 25%;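 note: 0% = vehicle with enzyme and substrate and 100% = no enzyme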
ARFGAP1 inhibitor: inhibits rat ARF GTPase activating protein 1; Q62848; Arfgap1-stimulated ARF1 GTP hydrolysis, GDP FP detection; inhibition, % at 16.5 µM; hit rate 0.26% among 360,000; AID 651572;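 active = inhibition above a per-plate limit, mean inhibition of low control wells plus 3 SD, cut at about 25% in these data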;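 note: 0% = DMSO wells with enzyme and 100% = wells lacking Arfgap1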
Target sequence (Q62848 1-136 limits assumed): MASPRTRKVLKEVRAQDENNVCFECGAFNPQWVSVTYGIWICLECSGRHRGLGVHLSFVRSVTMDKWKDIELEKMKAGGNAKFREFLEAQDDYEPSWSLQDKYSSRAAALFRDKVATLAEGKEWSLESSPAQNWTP
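Material: rat Arfgap1 GAP domain (His6, aa 1-136), purified enzyme. Also added: human ARF1(Δ1-17)-GTP substrate. Compound dosing: 16.5 µM single point, 1.26% DMSO. Timing: enzyme reaction 120 min at 25 °C after 20 min preincubation. Signal: GDP detection by fluorescence polarization. Read-out basis: percent inhibition of GAP-stimulated GDP formation, scaled between DMSO and no-Arfgap1 medians.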
Numbers without * were called inactive.

smiles	sPLA2-III inh	Tn6 DDE FP	PLC-gamma1 inh	DDE Tn7 FP inh	UHRF1 binding	PLC-beta3 inh	Rev-erbA mod	proKLK7 act	ASAP1 GAP inh	ARFGAP1 inhibitor
COc1ccc(-c2nc(CS(=O)CC(=O)N3CCN(C)CC3)c(C)o2)cc1 (stereo not drawn)	-1	-3	0	3	-2	-7	4	-0.2	-4	5
COc1cccc(NC(=O)C2CCCN(c3ncnc4c3nc3n4CCCCC3)C2)c1 (stereo not drawn)	-6	3	-4	-1	0	-3	-5	-0.5	4	1
COc1ccc(C(O)c2nc(-c3cnn(C)c3)cs2)cc1 (stereo not drawn)	-1	-10	-4	-5	1	-4	3	-0.4	-13	7
COC(C/C=C\C(=O)[C@H](C)OCc1ccccc1)OC	-1	4	-3	-4	-5	-5	-5	-0.3	6	-10
Cc1cccc(CSc2nc(N)c(C#N)c(-c3cccs3)c2C#N)c1	-9	4	-66	7	-1	-91	2	-11	-14	-2
O=C(NCc1cccc(C(F)(F)F)c1)c1csc([C@H]2C[C@H](O)[C@@H](CO)O2)n1	0	-4	3	1	16	0	-4	-0.4	-3	10
O=C(Nc1ccccc1)c1nnn(Cc2ccccc2)c1NC(=O)C(F)(F)F	-6	-2	1	1	7	4	1	-0.2	1	1
COc1ccc(C(=O)COC(=O)[C@H](C)Nc2ccc(C(F)(F)F)cc2[N+](=O)[O-])cc1	8	-1	11*	-2	7	6	7	1.1	9	-4
Cc1ccc(NC(=S)NCCN(C2CCCCC2)C2CCCC2)cc1	16	-1	1	6	3	-11	-5	-0.6	-8	-1
CCn1c(SCC(=O)Nc2ccc(C(C)=O)cc2)nnc1C1CC1	14	-1	-3	4	3	-9	-5	0.5	-9	3
O=C(NCc1ccncc1)c1ccc(OCc2ccccc2)cc1	-1	-2	0	3	-1	-4	-3	0.4	8	6
Cc1c(Cl)c([N+](=O)[O-])nn1CCCC(=O)Nc1sc2c(c1C#N)CCC2	-21	-1	-2	3	-1	-1	0	0.2	-5	-4

Continued.
smiles	sPLA2-III inh	Tn6 DDE FP	PLC-gamma1 inh	DDE Tn7 FP inh	UHRF1 binding	PLC-beta3 inh	Rev-erbA mod	proKLK7 act	ASAP1 GAP inh	ARFGAP1 inhibitor
CC(C)C[C@H]1CNC(=O)C(=O)N1CC1CCN(CCC(C)(C)C)CC1	1	-3	-3	1	0	6	-3	-0.7	0	-4
CCN1CCN(C(c2ccc(C(F)(F)F)cc2)c2ccc3cccnc3c2O)CC1 (stereo not drawn)	8	-5	-13	-3	-12	-9	3	-0.3	15	-6
OC(COCc1ccco1)CN1CCN(c2ccccc2)CC1 (stereo not drawn)	-3	0	5	-5	-4	4	-8	0.5	1	7
Cc1ccc(NC(=O)COC(=O)Cn2c(C)csc2=O)cc1C	-1	9	0	0	-4	4	3	0.0	9	5
Brc1cccc(CNc2nc3ccccc3n2CCN2CCCCC2)c1	-13	1	2	-1	2	-4	2	0.8	3	2
COc1ccccc1NC(=O)NC1(C(=O)N2CCCCC2)CCCCC1	-1	-5	2	-5	1	-1	4	0.1	-16	-6
S=c1[nH]nc(-c2ccccn2)n1/N=C/c1ccc(-c2ccccc2Br)o1	4	0	1	-6	-3	-5	-2	-0.2	-1	-8
CC(=O)c1cc(C#N)c(SCc2ccncc2)nc1C	6	4	-1	3	-3	-3	-2	0.2	5	-10
Cc1cc(C(=O)CSc2nnc(N)s2)c(C)n1Cc1ccco1	0	11	2	0	2	1	-6	0.1	6	6
CC(=O)c1ccc(N2CC(C)(C)C2=O)cc1	-1	3	3	0	0	1	1	0.2	-4	2
COc1ccc(CCNC(=O)CSc2nnc(-c3cccc(C)c3)o2)cc1OC	3	4	-1	7	2	0	-1	-0.1	-3	6
O=C(CN1CCN(C(=O)c2ccco2)CC1)Nc1cccc(S(=O)(=O)N2CCCC2)c1	7	2	-2	1	0	-5	1	-0.4	4	-3

Carrying on.
smiles	sPLA2-III inh	Tn6 DDE FP	PLC-gamma1 inh	DDE Tn7 FP inh	UHRF1 binding	PLC-beta3 inh	Rev-erbA mod	proKLK7 act	ASAP1 GAP inh	ARFGAP1 inhibitor
COc1cccc(-c2onc3ccc(C(C)=O)cc23)c1	-4	-4	-38	-7	-1	-60	-3	2.1	-10	-8
Cc1ccc(CSc2nnc(-c3ccncc3)n2N)cc1	2	4	7	-2	-1	-4	5	1.1	-9	7
Cc1onc(C(N)=O)c1C(=O)Nc1ncc(C(F)(F)F)cc1Cl	1	0	3	-1	5	-1	-1	-0.3	-7	10
COc1cc(C(=O)N2CCN(S(=O)(=O)c3ccc(C)cc3)CC2)ccc1OCC(=O)N1CCOCC1	0	1	0	0	6	-1	4	-0.8	-4	-7
CC(=O)C1C(c2ccc(Br)cc2)c2c(noc2C)CC1(C)O (stereo not drawn)	4	3	4	4	0	-7	1	0.2	-5	6
CC1=NNC(=O)C1CC(=O)N/N=C/C(C)=C/c1ccccc1 (stereo not drawn)	-1	-1	2	-4	-4	2	2	0.2	8	5
CCOCCSc1nc2c(c(-c3cccs3)c1C#N)CC/C2=C/c1cccs1	-3	-2	-13	1	-1	-14	-4	-0.3	-3	1
CC1CN(C(=O)c2ccc3c(c2)OCO3)OC(c2ccccc2)O1 (stereo not drawn)	5	1	-1	5	0	1	8	0.0	-17	-5
CCOC(=O)c1cc2sccc2n1CC(=O)Nc1ccc(OC)cc1OC	21*	-16	-1	-3	3	-2	0	-1.1	4	5
O=C(NCc1ccc(Cl)cc1Cl)Nc1nc([C@@H]2O[C@H](CO)[C@@H](O)[C@H](O)[C@H]2O)cs1	3	1	2	-8	1	6	-3	-0.1	8	9
COc1cc(NC(=O)COC(=O)c2[nH]c(C)c(C(C)=O)c2C)cc(OC)c1	-1	-2	3	-2	1	4	-1	-0.3	-3	2
O=C(COc1ccccc1Br)NC1CCCC1	4	2	0	1	0	4	-2	0.5	1	-7

Some of these compounds in order of their number in ARFGAP1 inhibitor, high to low:
compound,sPLA2-III inh,Tn6 DDE FP,PLC-gamma1 inh,UHRF1 binding,PLC-beta3 inh,Rev-erbA mod,proKLK7 act,ASAP1 GAP inh,ARFGAP1 inhibitor
Cc1onc(C(N)=O)c1C(=O)Nc1ncc(C(F)(F)F)cc1Cl,1,0,3,5,-1,-1,-0.3,-7,10
CC1=NNC(=O)C1CC(=O)N/N=C/C(C)=C/c1ccccc1 (stereo not drawn),-1,-1,2,-4,2,2,0.2,8,5
COc1cccc(-c2onc3ccc(C(C)=O)cc23)c1,-4,-4,-38,-1,-60,-3,2.1,-10,-8

4 compounds already listed, ordered by SMILES length, smallest number first:
smiles	sPLA2-III inh	Tn6 DDE FP	PLC-gamma1 inh	DDE Tn7 FP inh	UHRF1 binding	PLC-beta3 inh	Rev-erbA mod	proKLK7 act	ASAP1 GAP inh	ARFGAP1 inhibitor
COc1cccc(-c2onc3ccc(C(C)=O)cc23)c1	-4	-4	-38	-7	-1	-60	-3	2.1	-10	-8
CC1=NNC(=O)C1CC(=O)N/N=C/C(C)=C/c1ccccc1 (stereo not drawn)	-1	-1	2	-4	-4	2	2	0.2	8	5
CCOC(=O)c1cc2sccc2n1CC(=O)Nc1ccc(OC)cc1OC	21*	-16	-1	-3	3	-2	0	-1.1	4	5
O=C(NCc1ccc(Cl)cc1Cl)Nc1nc([C@@H]2O[C@H](CO)[C@@H](O)[C@H](O)[C@H]2O)cs1	3	1	2	-8	1	6	-3	-0.1	8	9

The results go on.
smiles	sPLA2-III inh	Tn6 DDE FP	PLC-gamma1 inh	DDE Tn7 FP inh	UHRF1 binding	PLC-beta3 inh	Rev-erbA mod	proKLK7 act	ASAP1 GAP inh	ARFGAP1 inhibitor
CCCCCCCCNC(=O)CCNC(=O)c1ccc(C(C)(C)C)cc1	-2	0	0	-1	-1	-1	-5	0.0	8	1
CC(NCC(=O)Nc1ccccc1C(=O)NC1CC1)c1cccs1 (stereo not drawn)	0	-1	-1	1	0	1	-3	-0.8	7	16
CC(C)(C)CC(=O)NCc1ccc(F)cc1	-2	2	-1	-5	0	4	3	-0.4	8	2
CCC(Sc1nc2cc(OC)c(OC)cc2c(=O)n1Cc1ccco1)C(=O)NCCOC (stereo not drawn)	0	7	-3	2	1	2	2	-0.6	2	7
Cc1cccc(NC(=O)c2nc[nH]c2C(=O)Nc2ccccc2F)c1	9	3	0	7	-1	1	-2	-0.3	20	7
O=C(CSc1cn[nH]n1)Nc1cccc(C(F)(F)F)c1	-28	3	2	-2	-2	-1	-1	-0.1	4	-3
O=C(Nc1cc(C(F)(F)F)ccc1N1CCOCC1)c1ccccc1F	0	6	-3	2	0	2	4	0.7	2	-2
N#Cc1cccc(C(=O)C(=O)N2CCCN(Cc3ccc(F)cc3)CC2)c1	2	5	-1	-9	1	-3	-3	0.3	0	1
Nc1ncnc2c1ncn2CCN1CCOCC1	6	-1	-2	1	2	1	-2	0.4	7	-8
O=C(c1ccccc1)c1ccc(C(=O)N2CCN(c3ccc(O)cc3)CC2)cc1	-1	4	8	-1	1	-3	12	-0.3	9	-2
O=C(Nc1cccc(Cl)c1)c1nc[nH]c1C(=O)NCCCNC(=O)c1[nH]cnc1C(=O)Nc1cccc(Cl)c1	2	-1	-3	0	-3	0	1	0.0	2	4
O=C(CSc1ccc(-c2ccc(Br)cc2)nn1)NC1CCCC1	2	1	1	4	0	-6	-4	-0.1	2	3

(continued)
smiles	sPLA2-III inh	Tn6 DDE FP	PLC-gamma1 inh	DDE Tn7 FP inh	UHRF1 binding	PLC-beta3 inh	Rev-erbA mod	proKLK7 act	ASAP1 GAP inh	ARFGAP1 inhibitor
COc1cc2c(cc1OC)C(c1ccccc1F)NCC2 (stereo not drawn)	6	3	-1	3	-2	-8	-4	-0.2	1	-13
COc1ccccc1CCC(=O)Nc1ccc(S(=O)(=O)Nc2nccs2)cc1	-24	0	2	9	-3	-9	-1	0.6	-16	-2
Nc1nc2ccc(C(=O)N3CCCCC3)cc2s1	-1	-5	-1	2	5	-4	6	0.4	13	9
Cc1nc(C(=O)NNC(=O)c2ccccc2)c(C(F)(F)F)o1	2	-4	1	0	-1	-6	7	0.2	-19	2

Hits appear at their usual frequency; overall some 4.5% were active at least once.
